Compound activity from PubChem BioAssay.
MOR-DOR inv ag: inverse agonists of MOR-DOR heterodimerization, primary screen, cell-based, luminescence; Mu-type opioid receptor (Homo sapiens) + Delta-type opioid receptor (Homo sapiens), …; cell-based MOR-DOR heterodimer luminescence, inverse agonism; inhibition, % at 9.3 µM; 0.21% of 340,000 active; AID 504357, 2011; in the data active = inhibition above about 22%, passing the limit was not always enough;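 note: 0% = cells with DMSO and 100% = wells without cells with DMSO; values of inactives mirror those of a sister screen read the other way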
Target sequence (P35372 whole entry, looked up): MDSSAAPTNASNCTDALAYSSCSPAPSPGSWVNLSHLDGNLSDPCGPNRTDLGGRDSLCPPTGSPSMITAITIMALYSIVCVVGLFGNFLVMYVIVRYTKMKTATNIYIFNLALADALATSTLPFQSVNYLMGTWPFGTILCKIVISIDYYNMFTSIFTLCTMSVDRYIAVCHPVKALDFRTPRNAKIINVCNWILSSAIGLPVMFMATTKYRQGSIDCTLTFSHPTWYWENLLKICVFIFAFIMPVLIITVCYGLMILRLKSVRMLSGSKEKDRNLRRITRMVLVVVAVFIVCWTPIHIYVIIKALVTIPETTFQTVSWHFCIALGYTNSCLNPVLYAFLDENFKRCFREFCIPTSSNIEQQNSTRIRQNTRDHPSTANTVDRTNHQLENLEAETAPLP
Target sequence (P41143 whole entry, looked up): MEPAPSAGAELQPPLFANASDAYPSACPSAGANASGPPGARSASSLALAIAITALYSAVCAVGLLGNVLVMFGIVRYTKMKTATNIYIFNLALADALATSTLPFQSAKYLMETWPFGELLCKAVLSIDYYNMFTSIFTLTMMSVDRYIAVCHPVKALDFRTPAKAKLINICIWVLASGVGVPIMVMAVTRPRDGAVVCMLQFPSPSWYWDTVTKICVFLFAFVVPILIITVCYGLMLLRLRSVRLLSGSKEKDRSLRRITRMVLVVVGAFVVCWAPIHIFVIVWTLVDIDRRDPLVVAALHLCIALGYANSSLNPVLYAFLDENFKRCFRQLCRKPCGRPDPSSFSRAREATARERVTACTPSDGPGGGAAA
PKA-R1A activ: activators of PKA-R1A holoenzyme, primary screen, biochemical, fluorescence polarization, Cy5-IP20, bovine R1A, mouse PKAc; 0.083% of 340,000 active; activation, % at 11.4 µM; PKA-R1A dissociation; scaled: DMSO 0%, 113 µM cGMP 100%; AID 504707, 2011;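 active = percent activation above the mean of all tested compounds plus 3 SD, cut at about 19% in these data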;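 note: higher means more PKAc released from R1A so a rise in polarization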
AddAB inh: growth inhibition of E. coli expressing H. pylori AddAB, primary screen, AddAB inhibitor project, absorbance; 0.29% of 330,000 active; inhibition, % at 11.9 µM; AID 435030, 2010; in the data active = inhibition above about 12%;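 note: 0% = vehicle wells of infected cells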
SUMO Mot1 rescue: yeast Mot1-301 growth rescue at high temperature, primary screen, SUMOylation pathway inhibitor project, S. cerevisiae, ATP luminescence, 38.5C. S. cerevisiae Mot1-301 growth rescue; percent above DMSO median, 100 means doubled. 1% of 320,000 active. growth rescue, % at 18.8 µM. AID 2716, 2010;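 active = every valid replicate shows activation above 250% relative to neutral control wells; inactive = the rest, any valid replicate at or below 250%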;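 note: OY570 slx delta 5 strain wells were the positive control but not used for scaling; some compounds called inactive have numbers as strong as hits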
Ecoli viability: E. coli V3065 growth inhibition, primary screen, counter-screen for AddAB inhibitor project, absorbance, OD600; 18 h; inhibition, % at 11.9 µM; 0.27% of 330,000 active; AID 449728, 2010;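 active = inhibition above the campaign's mean inhibition across all tested compounds plus 3 SD, cut at about 9.9% in these data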;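 note: uninfected addAB+ strain grown without phage in ampicillin broth; 0% = DMSO wells and 100% = ciprofloxacin 0.95 µg/ml wells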
Tat export inh: E. coli Tat export inhibitors, primary screen, MC4100, TorA-mCherry reporter, fluorescence, single point; inhibition, % at 10 µM; 0.036% of 340,000 active; AID 488895, 2010;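 active = mean replicate inhibition at least 50% and at least half of replicates individually reaching 50%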;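 note: exported cargo escapes ClpAP degradation while cytoplasmic cargo is degraded and loses fluorescence; 0% = median of neutral control wells and 100% = median of NaSCN control wells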
HTR5A inv ag: HTR5A inverse agonists in luminescence cell assay, primary screen, counter-screen for OPRM1-OPRD1 heterodimer inverse agonist project, full-deck HTS; HTR5A cell line, inverse agonism; 0.083% of 340,000 active; inhibition, % at 9.3 µM; 5-hydroxytryptamine receptor 5A (Homo sapiens), P47898; in the data active = inhibition mostly above about 23%, no sharp cut-off; inactive = mostly below about 18%;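 note: 0% = cells with DMSO and 100% = no-cell wells with DMSO; some compounds called inactive have numbers as strong as hits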
PfHsp90 yeast 2: growth inhibition of PfHsp90-expressing yeast, primary screen, antimalarial PfHsp90 inhibitor project, S. cerevisiae, BacTiter-Glo luminescence, single point, set 2; BacTiter-Glo ATP, 48 h; yeast lacking PDR1 and PDR3 efflux regulators; inhibition, % at 9.4 µM; AID 504621, 2011; 0.32% of 310,000 active;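 active = every replicate shows inhibition above about 80%, whatever the replicate mean, limit read from the data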;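 note: 0% = DMSO neutral controls and 100% = 20 µM radicicol positive controls; yeast relying on Plasmodium falciparum Hsp90 in place of its own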
PKA-R2B activ: activators of PKA-R2B holoenzyme, primary screen, biochemical, fluorescence polarization, Cy5-IP20, human | AID 504700, 2011 | activation, % at 11.4 µM | 0.079% of 340,000 active | PKA-R2B holoenzyme dissociation; R2B truncated from residue 108, S112A mutant; 0% DMSO only, 100% 113 µM cGMP | cAMP-dependent protein kinase catalytic subunit beta (Homo sapiens) + cAMP-dependent …;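 active = activation above a cutoff set at the mean over all compounds plus 3 SD, cut at about 18% in these data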;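 note: higher means more holoenzyme dissociation and a rise in polarization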
phage Ecoli inh: growth loss of phage-infected E. coli, primary screen, RecBCD inhibitor project, absorbance, with phage, HTS; 0.26% of 360,000 active; inhibition, % at 11.9 µM; in the data active = inhibition above about 11%
OPRM1-OPRD1 ag: agonists of OPRM1-OPRD1 heterodimerization, primary screen, cell-based, luminescence. Mu-type opioid receptor (Homo sapiens) + Delta-type opioid receptor (Homo sapiens), …. cells. activation, % at 9.3 µM. 0.3% of 340,000 active; in the data active = activation above about 18%;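 note: 0% = vehicle-treated cells and 100% = reference agonist; values of inactives mirror those of a sister screen read the other way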
* = called active by the depositor; nt = no result given.

SMILES	MOR-DOR inv ag	PKA-R1A activ	AddAB inh	SUMO Mot1 rescue	Ecoli viability	Tat export inh	HTR5A inv ag	PfHsp90 yeast 2	PKA-R2B activ	phage Ecoli inh	OPRM1-OPRD1 ag
O=C(N/N=C/c1ccc(OC(=O)c2cccs2)cc1)c1ccccn1	14.0	1.6	1.2	3.9	2.5	-0.4	-7.8	12.0	6.8	-1.6	-2.8
COc1ccc(CC(=O)Nc2c3c(nn2-c2cccc(C)c2C)CS(=O)C3)cc1 (centres undefined)	1.8	7.0	0.6	1.6	-1.6	-3.4	15.7	-9.0	-9.8	-2.2	-0.3
O=C(O)CNC(=O)C1(N2C(=O)c3ccccc3C2=O)CCCC1	10.0	-3.8	nt	nt	nt	-4.1	0.8	-7.3	-7.1	1.5	-1.9
O=C1OCC(Cn2c3ccccc3c3ccccc32)O1 (centres undefined)	7.6	7.2	1.6	-4.8	2.5	1.3	22.2	-21.3	9.7	1.2	-1.5
CN(/C(=N/S(=O)(=O)c1cccs1)c1ccccc1)c1ccccc1	-2.7	0.7	0.8	6.9	-0.1	2.4	14.9	-19.3	-7.3	2.9	0.5
Cc1ccc(NC(=O)N2CCCCCC2)c(C)c1	-1.3	-0.4	nt	2.7	nt	-2.2	-5.2	-9.1	-10.2	0.4	0.3
CCOC(=O)N1CCN(Cc2cc(=O)oc3ccc(Cl)cc23)CC1	6.5	-7.2	1.4	0.5	-3.5	-1.3	15.2	-9.6	10.9	2.6	-1.2
CC(C)(O)C#Cc1ccc(C(=O)N2CCN(c3ccc([N+](=O)[O-])cc3)CC2)cc1	-4.6	-0.1	0.0	0.0	1.1	1.5	4.7	16.7	-8.8	2.6	0.6
c1coc(CNc2nc3ccccc3s2)c1	15.3	-4.3	-1.7	-28.4	2.1	-1.1	2.1	20.9	-4.0	1.2	-3.4
CC(C)NC(=S)N1CCCN(c2ncccc2[N+](=O)[O-])CC1	13.2	-6.9	-1.0	15.4	-4.0	-5.8	0.3	-18.5	2.4	0.1	-2.6
CC(=O)N/C(=C\c1ccccc1)C(=O)OCc1ccc(C)cc1	1.2	-3.4	1.8	1.2	0.7	-9.5	-3.3	11.7	-13.2	-3.9	-0.2
CCOc1ccccc1C(=O)Nc1ccsc1C(=O)OC	1.2	-0.1	5.1	11.9	-1.8	0.7	-22.6	-7.0	-4.7	3.4	-0.2
CCCc1ccc(C(=O)COC(=O)CN2C(=O)NC3(CCCCC3C)C2=O)cc1 (centres undefined)	9.9	-7.4	0.9	-19.6	-2.8	4.0	2.0	3.6	-6.7	0.0	-2.6
C=CCn1c(C)cc(C(=O)CSc2nnc(NC(C)C)s2)c1C	4.0	-2.5	-1.7	14.4	-0.7	-2.8	-7.7	10.3	-3.1	4.6	-0.7
N#Cc1ccc(OCc2nnc3n2CCCCC3)cc1	13.8	-4.3	3.1	-6.7	1.1	-3.0	-27.0	-8.4	-13.6	2.1	-2.6
CCOc1ccc2nc(Cl)c(CN(C(=O)c3cnccn3)C3CCCC3)cc2c1	8.0	-12.7	2.1	19.8	0.7	-5.0	-0.5	13.4	5.2	5.2	-1.4
COc1ccc2sc(NC(C)=O)nc2c1	4.8	1.1	4.0	93.9	3.1	-6.2	-8.6	13.0	1.6	1.2	-1.0
S=C(NCC1(c2ccccc2)CCCC1)Nc1ccccc1	-61.0	0.5	-2.2	16.3	-1.3	-2.7	-13.1	-22.5	4.8	5.7	13.5
COCCOc1nc2ccccc2nc1C	1.4	-1.3	0.5	-10.8	-3.8	5.9	9.3	-9.6	4.5	3.6	-0.2
CCN(c1ccccc1)S(=O)(=O)c1ccc(C(=O)Nc2ccncc2)cc1	-0.9	3.6	0.2	-4.0	-0.4	-8.2	10.4	5.1	-3.2	-0.5	0.2
O=C(CSc1cccc(C(F)(F)F)c1)NC(=O)NCc1ccco1	-11.5	-9.0	-0.3	2.5	-1.1	3.5	-18.3	6.6	-8.4	3.3	2.0
O=C(Nc1ccc(NC(=O)c2ccccc2Cl)nc1)c1ccncc1	-7.9	-3.9	3.0	0.5	0.5	-8.4	8.8	-15.0	6.4	3.2	1.1
COC(=O)c1cc(S(=O)(=O)NCC2CCN(CCc3ccc(OC)cc3)CC2)c[nH]1	8.7	1.3	0.9	9.9	-0.2	-6.9	10.0	0.6	-0.5	0.1	-1.6
COc1ccc(C(=O)Cn2c(Br)nc3c2c(=O)n(C)c(=O)n3C)cc1	7.1	-4.1	0.8	-5.9	2.5	0.8	-7.7	5.1	-9.4	nt	-1.3
Cc1cccc[n+]1CC(=O)N1c2ccccc2Sc2ccccc21	2.0	-0.2	0.2	-19.0	-0.9	-3.2	8.7	17.7	-8.4	4.3	-0.4

Fetched by compound from the list above:
SMILES	MOR-DOR inv ag	PKA-R1A activ	AddAB inh	SUMO Mot1 rescue	Ecoli viability	Tat export inh	HTR5A inv ag	PfHsp90 yeast 2	PKA-R2B activ	phage Ecoli inh	OPRM1-OPRD1 ag
O=C(O)CNC(=O)C1(N2C(=O)c3ccccc3C2=O)CCCC1	10.0	-3.8	nt	nt	nt	-4.1	0.8	-7.3	-7.1	1.5	-1.9
COc1ccc2sc(NC(C)=O)nc2c1	4.8	1.1	4.0	93.9	3.1	-6.2	-8.6	13.0	1.6	1.2	-1.0
Cc1cccc[n+]1CC(=O)N1c2ccccc2Sc2ccccc21	2.0	-0.2	0.2	-19.0	-0.9	-3.2	8.7	17.7	-8.4	4.3	-0.4

Continuation:
SMILES	MOR-DOR inv ag	PKA-R1A activ	AddAB inh	SUMO Mot1 rescue	Ecoli viability	Tat export inh	HTR5A inv ag	PfHsp90 yeast 2	PKA-R2B activ	phage Ecoli inh	OPRM1-OPRD1 ag
Cc1cc(C(=O)CN2C(=O)C(=O)N(C3CCCC3)C2=O)c(C)n1CCc1ccccc1	5.2	8.3	nt	nt	nt	12.0	-1.8	-11.2	-1.8	1.2	-0.8
CCN(CC)S(=O)(=O)c1ccc(N2CCCC2)c(NC(=O)CC(C)(C)C)c1	13.9	-4.7	0.3	800.2	-0.6	3.9	4.1	5.5	-19.2	4.3	-2.7
O=C(O)c1ccc(CNC(=O)c2ccc(Br)o2)cc1	17.4	5.4	1.9	-7.9	0.2	5.4	3.1	nt	0.3	nt	-3.4
Cc1cc(F)ccc1S(=O)(=O)N1CCCOC1CNC(=O)C(=O)NCc1cccnc1 (centres undefined)	2.4	-6.8	-0.6	3.2	1.1	0.2	9.7	-13.8	0.9	0.0	-0.6
COc1ccc(/C=N/N2CCN(C3c4ccccc4-c4ccccc43)CC2)cc1O	-33.6	-7.9	0.2	-11.1	-0.1	9.1	-14.6	-4.6	-6.2	1.4	6.4
O=C(CCN1CCOCC1)c1ccccc1	-24.6	-5.6	6.5	-33.0	-2.5	-30.1	-16.7	11.1	-10.6	2.4	3.9
CCC(C)NCCOCCOc1ccc(Br)cc1C (centres undefined)	-3.4	2.1	3.2	18.3	2.2	0.6	-6.3	1.3	0.7	0.7	0.7
Cc1cc(=O)[nH]c(SCc2cc(Cl)ccc2OC(F)F)n1	6.2	-9.1	-0.6	nt	-0.2	-1.0	0.3	-12.7	-7.7	1.7	-1.0
Cc1cccc(OCc2nnc(SCC(=O)N(c3ccccc3)C3CCS(=O)(=O)C3)o2)c1 (centres undefined)	0.9	4.1	2.7	-13.5	0.0	-3.3	4.3	nt	-2.1	-1.0	-0.2
Cn1c(N)c(C(=O)c2cc(-c3ccccn3)nc3ccccc23)c(=O)[nH]c1=O	10.9	3.0	nt	nt	nt	-3.1	-6.3	nt	-2.8	-0.9	-2.0
COc1ccc(C(C)=O)cc1CSc1ccc2c(c1)OCCO2	7.0	-11.8	-1.0	-16.7	-0.9	10.9	-16.4	-9.4	-8.2	-0.1	-1.1
c1ccn2c(SCc3ccc4c(c3)OCO4)nnc2c1	23.5	-14.7	1.4	5.3	0.5	-8.7	16.2	18.5	-12.2	3.3	-4.3
O=c1[nH]c(C2CCN(S(=O)(=O)Cc3ccccc3)CC2)nc2c1nnn2Cc1cccc(Cl)c1	-13.2	-16.1	3.2	-10.6	-0.4	9.8	-43.1	18.9	7.5	0.0	1.6
Cc1ccc(/C=N/n2nnnc2N)cc1	2.1	2.0	-0.3	9.9	0.7	2.0	12.5	-33.5	9.6	4.7	-0.4
COc1ccccc1OC(C)C(=O)N(Cc1ccco1)C1CCS(=O)(=O)C1 (centres undefined)	1.9	-24.2	-4.3	161.1	0.5	-6.9	-11.5	-5.4	-6.0	nt	-0.3
O=S(=O)(NCC1CCCO1)c1ccc(Cl)cc1 (centres undefined)	17.1	5.0	-0.2	-19.3	-1.8	0.2	7.4	6.8	-0.9	0.4	-3.5
O=C(NCc1ccccc1)c1ccc2c(c1)C(=O)N(Cc1cccnc1)C2=O	14.8	-1.0	nt	-9.0	nt	-1.5	-37.3	-8.6	4.7	3.4	-2.7
Cc1ccsc1C(=O)OCC(=O)NC1CC1	2.6	12.4	0.8	-3.1	0.0	-9.0	4.8	-20.3	0.6	6.9	-0.7
CCNC(=O)c1nc[nH]c1C(=O)NCC	9.8	-13.1	3.2	622.8	-0.8	-9.4	0.1	-18.5	-7.0	0.9	-1.7
CC(Sc1nnnn1C)C(=O)Nc1ccc2c(c1)OCCO2 (centres undefined)	14.9	-2.2	0.9	217.9	-0.5	-7.1	-1.1	14.3	0.4	3.2	-2.8
O=C(COC(=O)c1cc(Br)ccc1O)NNC(=O)c1cccs1	10.5	5.6	0.1	-5.0	0.3	2.7	-7.3	-10.9	-7.1	0.0	-2.7
Cc1cc(=O)[nH]c(SCC(=O)NNC(=O)Cc2ccccc2)n1	5.2	-12.2	-0.2	2.6	-2.8	-9.3	2.7	4.5	-4.0	0.9	-1.1
Fc1ccc(-n2c(-c3ccco3)n[nH]c2=S)cc1	9.6	-8.8	nt	-2.2	nt	-6.0	-1.9	5.6	9.5	0.9	-2.1
CCN(Cc1ccccc1)Cc1ccc(OCc2ccccc2)cc1	-11.0	3.7	2.6	25.1	1.2	3.7	-2.9	4.3	6.1	4.3	2.2
CN(C)Cc1n[nH]c(=O)c2ccccc12	10.8	4.4	0.2	-16.8	0.8	2.0	6.1	5.4	2.4	1.1	-2.3
Cc1ccc(OCCCCN(C)Cc2ccccc2)c(Br)c1	-43.1	-14.7	3.9	95.4	-0.9	3.7	-13.0	5.2	-6.7	4.4	8.5
O=C(NCCCc1ccccc1)Nc1ccccc1	9.2	8.0	1.5	2.6	0.3	-5.5	-33.2	13.1	-4.4	4.7	-1.7
